FBW7 act: activators of human E3 ligase FBW7; normalized activity (activation), % at 26.1 µM; AlphaScreen FBW7–phospho-cyclin E peptide binding, activator screen; hit rate 0.13% among 650,000; in the data active = normalized activity above about 1.9%;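 note: purified mutant Fbw7 with reduced substrate affinity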
Target sequence (Q969H0 whole entry, looked up): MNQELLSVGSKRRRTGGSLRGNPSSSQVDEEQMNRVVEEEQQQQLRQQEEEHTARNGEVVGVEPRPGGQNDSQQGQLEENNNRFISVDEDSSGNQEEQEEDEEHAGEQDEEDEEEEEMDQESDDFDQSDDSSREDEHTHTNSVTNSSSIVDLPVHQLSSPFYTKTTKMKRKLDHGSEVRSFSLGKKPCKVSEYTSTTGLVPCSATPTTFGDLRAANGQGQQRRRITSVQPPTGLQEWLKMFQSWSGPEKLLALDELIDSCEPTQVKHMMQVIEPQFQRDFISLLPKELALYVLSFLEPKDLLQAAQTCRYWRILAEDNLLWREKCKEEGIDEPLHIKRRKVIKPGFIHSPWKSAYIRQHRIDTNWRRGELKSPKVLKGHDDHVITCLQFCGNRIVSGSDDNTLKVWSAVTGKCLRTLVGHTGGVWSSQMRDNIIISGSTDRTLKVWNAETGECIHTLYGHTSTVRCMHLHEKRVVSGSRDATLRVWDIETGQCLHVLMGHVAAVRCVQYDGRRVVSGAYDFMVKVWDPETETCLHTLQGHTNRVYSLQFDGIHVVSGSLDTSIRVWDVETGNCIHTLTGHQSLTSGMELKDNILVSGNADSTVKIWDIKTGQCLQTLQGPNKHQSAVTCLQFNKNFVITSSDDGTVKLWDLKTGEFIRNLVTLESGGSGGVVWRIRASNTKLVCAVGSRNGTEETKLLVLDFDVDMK
TEAD-YAP inh: TEAD-YAP interaction inhibition; HEK-TIYL cells, TEAD-Gal4/YAP UAS-luciferase luminescence; inhibition, % at 9.12 µM; hit rate 1.4% among 640,000; in the data active = inhibition above about 32%;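 note: 0% = median of test compound wells and 100% = reference inhibitor wells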
MITF inh: blocks human microphthalmia-associated transcription factor; hit rate 0.91% among 650,000; inhibition, % at 2.6 µM; AlphaScreen MITF homodimerization, bead proximity signal; O75030; in the data active = inhibition above about 50%;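 note: 0% = vehicle wells with protein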
GPR151 ag: human GPR151 activation. Q8TDV0. PathHunter beta-arrestin GPR151 cells, luminescence. activation, % at 11.2 µM. hit rate 1% among 650,000; in the data active = activation above about 4.9%;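 note: 0% = median of compound wells and 100% = cells with positive control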
Target sequence (Q8TDV0 whole entry, looked up): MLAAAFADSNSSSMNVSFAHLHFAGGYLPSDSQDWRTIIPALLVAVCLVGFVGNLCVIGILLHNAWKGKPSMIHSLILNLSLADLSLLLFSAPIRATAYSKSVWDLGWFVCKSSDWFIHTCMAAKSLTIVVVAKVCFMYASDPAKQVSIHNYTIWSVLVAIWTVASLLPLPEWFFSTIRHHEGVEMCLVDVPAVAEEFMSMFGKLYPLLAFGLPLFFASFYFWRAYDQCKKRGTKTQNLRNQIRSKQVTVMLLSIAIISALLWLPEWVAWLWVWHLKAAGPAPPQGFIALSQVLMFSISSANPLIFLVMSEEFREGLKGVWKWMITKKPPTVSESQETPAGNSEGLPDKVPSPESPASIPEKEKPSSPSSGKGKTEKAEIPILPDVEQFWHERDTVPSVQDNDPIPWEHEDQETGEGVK
Starred values were filed as active, the others as inactive; & = joins results of further samples.

SMILES	FBW7 act	TEAD-YAP inh	MITF inh	GPR151 ag
CCCCC(=O)Nc1cccc2nsnc12	0.2	1	4	-1.3
Cc1nn(C)c(C)c1-c1nccc(NC2CC2)n1	0.0	1	12	1.8
COc1ccc(Cl)cc1NC(=O)C1CC2CCCN2C12C(=O)Nc1ccccc12 (stereo not given)	-0.2	6	5	0.3
CC(/C=N\NC(=O)Cn1c(C)nc2ccccc21)=C\c1ccccc1	0.3	30	4	-0.9
COC(=O)Cc1nc(Nc2ccc(C)c(F)c2)c2c(C)c(C)sc2n1	0.3	5	10	1.7
CC(=O)NC(=S)NN1C(=O)C2=CC=CC3=CC=CC(C1=O)C32 (stereo not given)	0.0	10	11	-0.2
C=CCn1c(SCC(=O)c2ccc(F)cc2)nnc1-c1cccnc1	0.1	1	4	-0.1
COc1nc(Nc2ccc(NC(C)=O)cc2)nc(-c2ccc(C(=O)NC3CC3)cc2)n1	0.2	-6	14	0.4
Cc1ccc2sc(NC(=O)c3ccc([N+](=O)[O-])o3)nc2c1C	0.0	9	-1	0.3
Cc1ccc(CNS(=O)(=O)c2ccc(F)c(C(=O)Nc3cccc(Cl)c3Cl)c2)cc1	-0.1	-11	-6	-6.0
COc1ccccc1NS(=O)(=O)c1ccc(F)c(C)c1	0.1	-3	4	2.3
COCCNC(=O)C(=O)NCCC1CCCCN1S(=O)(=O)c1ccc(C)cc1 (stereo not given)	1.5	1	19	-0.9
Cc1ccc(S(=O)(=O)NCC(=O)Nc2ccccc2)cc1	-0.1	2	-10	3.4
O=C(c1cccc(-n2c(=S)[nH]c3cc(Cl)ccc3c2=O)c1)N1CCN(Cc2ccccc2)CC1	0.1	-2	1	0.0
COC(=O)c1ccc(N2C(=O)CCC2=O)cc1	0.0	-2	-7	-0.3

Single records, from the list above:
`Cc1nn(C)c(C)c1-c1nccc(NC2CC2)n1` as listed: FBW7 act: 0.0; TEAD-YAP inh: 1; MITF inh: 12; GPR151 ag: 1.8
`COC(=O)c1ccc(N2C(=O)CCC2=O)cc1` as listed: FBW7 act: 0.0; TEAD-YAP inh: -2; MITF inh: -7; GPR151 ag: -0.3

By substructure, the compounds so far with four or more nitrogen atoms.
SMILES	FBW7 act	TEAD-YAP inh	MITF inh	GPR151 ag
Cc1nn(C)c(C)c1-c1nccc(NC2CC2)n1	0.0	1	12	1.8
CC(/C=N\NC(=O)Cn1c(C)nc2ccccc21)=C\c1ccccc1	0.3	30	4	-0.9
C=CCn1c(SCC(=O)c2ccc(F)cc2)nnc1-c1cccnc1	0.1	1	4	-0.1
COc1nc(Nc2ccc(NC(C)=O)cc2)nc(-c2ccc(C(=O)NC3CC3)cc2)n1	0.2	-6	14	0.4
O=C(c1cccc(-n2c(=S)[nH]c3cc(Cl)ccc3c2=O)c1)N1CCN(Cc2ccccc2)CC1	0.1	-2	1	0.0

The list continues.
SMILES	FBW7 act	TEAD-YAP inh	MITF inh	GPR151 ag
Cc1c(C(=O)Nc2ccc(Cl)cn2)sc2ncn(CC(=O)Nc3ccc(C(C)C)cc3)c(=O)c12	0.5	13	11	-1.1
Cc1cccc(C(=O)OCC(=O)NCCN2C(=O)CSC2=O)c1[N+](=O)[O-]	-0.1	-7	2	-1.1
COc1cc(/C=N/NC(=O)c2nnn(-c3nonc3N)c2C)cc(Br)c1O	0.2	-6	9	-0.3
CC(C)(C)N(Cc1ccccc1)C(=O)COc1ccc(-c2nnco2)cc1	-0.1	4	1	-0.2
C=CCn1c(SCC(=O)Nc2cccc(F)c2)nnc1-c1ccco1	0.1	3	0	0.2
C/C(=N\NC(=O)c1ccc([N+](=O)[O-])cc1)c1ccc(Cl)c(Cl)c1	0.2	7	12	-1.3
Cc1cc(Nc2cc([N+](=O)[O-])ccc2C)n2ncnc2n1	-0.1	7	1	-0.5
CCOC(=O)CCN(Cc1ccc(F)cc1)S(=O)(=O)c1ccc(C(C)(C)C)cc1	0.0	5	3	0.0
C[C@@H]1CN(Cc2ccc3c(c2)CN(Cc2cccc(O)c2)CCO3)C[C@H](C)O1	0.0	-6	-2	0.0
N#CC1=C(SCC(=O)OCc2ccccc2)NC(=O)CC1c1ccc(Cl)cc1Cl (stereo not given)	-0.1	5	9	-1.1
Cc1sc2ncnc(N3CCN(C)CC3)c2c1-c1ccc(F)cc1	0.1	-7	-14	0.3
C=CCn1c(Cc2csc(N)n2)nnc1SCc1ccc(C(=O)OC)cc1	0.0	0	19	-0.8
COc1ccc(S(=O)(=O)N2CCC(C)CC2)cc1Cl	0.0	2	4	0.4
COc1ccccc1N1CCN(C(=O)c2ccc(C(=O)N(C3CCCCC3)C3CCCCC3)cc2)CC1	-0.1	5	-7	1.0
CCOc1ccc(CCC(=O)OC)cc1OCC	0.1	-4	6	1.5
C=CCn1c(=O)c2c(nc3n(CCC)c(C)cn23)n(C)c1=O	0.6	8	11	-1.4
COc1ccc(-n2c(SCC(=O)c3ccc(Cl)cc3)nc3sc4c(c3c2=O)CCc2ccccc2-4)cc1	0.0	0	9	1.8
C=C(C)CNC(=S)N/N=C/c1sc(N2CCOCC2)nc1-c1ccccc1	0.1	3	-8	2.3
COc1cc(OC)cc(-c2cc3nc(C)c(CCC(=O)O)c(=O)n3[nH]2)c1	0.6	15	4	-7.5
COCCNc1nc2nonc2nc1N1CCCC(CN2CCOCC2)C1 (stereo not given)	-0.1	-1	3	1.0
O=C(CSc1nc2ccccc2[nH]1)NCCC12CC3CC(CC(C3)C1)C2	0.2	3	4	-0.7
COc1ccc(-c2cc(C(=O)N3CCN(c4ccc(F)cc4)CC3)on2)cc1OC	-0.2	-6	-2	-0.5
Cc1cccc(OCCOCCNC(C)(C)C)c1	-0.1	-3	28	0.6
O=C(Nc1cc(-c2ccncc2)c[nH]c1=O)c1cccc2c1OCCO2	0.2	-1	-1	1.7
Cc1cc(=O)oc2cc(NC(=S)NNC(=O)c3ccc(Cl)s3)ccc12	-0.1	-10	2	-0.6
CCOC(=O)N1CCc2c(sc(NCc3ccc(OC)c(OC)c3)c2C(=O)Nc2cc(Cl)ccc2OC)C1	0.3	-2	-7	2.3
CC1=C(C(=O)OCc2ccccc2)C(c2ccc(C(F)(F)F)cc2)NC(=O)N1C (stereo not given)	0.0	-4	-2	0.1
COc1ccc(NS(=O)(=O)c2cc(C)ccc2OC)cc1OC	0.8	0	3	-1.6
O=C(CSc1ncc(-c2ccc([N+](=O)[O-])cc2)[nH]1)NCc1cccc(C(=O)O)c1	0.0	-3	2	-1.7
CCC(=O)Nc1sc2c(c1C(=O)NC)CCN(C(=O)OC)C2	0.0	9	1	0.3

Two records drawn at random from the list so far:
SMILES	FBW7 act	TEAD-YAP inh	MITF inh	GPR151 ag
COc1ccc(-c2cc(C(=O)N3CCN(c4ccc(F)cc4)CC3)on2)cc1OC	-0.2	-6	-2	-0.5
O=C(Nc1cc(-c2ccncc2)c[nH]c1=O)c1cccc2c1OCCO2	0.2	-1	-1	1.7

Continuation:
SMILES	FBW7 act	TEAD-YAP inh	MITF inh	GPR151 ag
CN(Cc1ccccc1)C(=O)CCC1CCN(C(=O)CCC(F)(F)F)CC1	0.1	-24	8	1.6
CCOC(=O)c1c(C)n(CCOc2ccc(C(C)(C)c3ccccc3)cc2)c2c1cc(O)c1ccccc12	-0.1	13	3	-0.5
CCC(C)OC(=O)C1=C(C)NC2=C(C(=O)CC(c3ccc(OC)cc3)C2)C1c1ccc(OC)cc1OC (stereo not given)	-0.3	-4	-4	0.1
Cc1cccc(CCNC(=O)CCS(=O)(=O)c2ccc(Br)cc2)c1	0.9	7	12	0.1
COc1cccc(CSc2nc(-c3ccccc3)cc(-c3ccccc3OC)c2C#N)c1	-0.2	0	-6	-0.1
CCOC(=O)C1=C(C)OC(N)=C(C#N)C1c1cc(Cl)c(OCC(N)=O)c(OC)c1 (stereo not given)	-0.1	9	-8	0.2
COC(=O)/C(=C\C(C#N)=C/N(C)C)C(C)=O	0.0	1	16	0.8
CCCCNC(=O)CNC(=S)N(Cc1ccc(F)cc1)C1CCCCC1	0.7	-3	-4	-0.1
Cc1cc(NC(=O)CSc2nc3ccccc3c(=O)n2CCCC(=O)NCCCN2CCOCC2)no1	0.6	1	11	-0.5
CC1CN(CC(O)COC2CCCC2)CC(C)O1 (stereo not given)	0.6	8	21	-1.1
COc1ccc(C(=O)Nc2ccc(-c3nc4ccccc4s3)cc2)cc1	0.0	-17	-5	0.3
Cc1ccc(CS(=O)(=O)CCC(=O)NCCCOC(C)C)cc1	0.3	2	1	-0.7
COCCn1c(COc2ccc(Cl)cc2)nnc1SCC(=O)N(C)C	0.1	6	9	-1.4
CCN(CC)CCCNc1nc(-c2ccccc2)nc2ccccc12	-0.4	-4	10	-1.3
CN(C)c1ccc(NC(=O)CSc2nc3ccccc3c(=O)n2CCN2CCOCC2)cc1	-0.1	17	7	1.2
CCCC1(C)NC(=O)c2ccccc2O1 (stereo not given)	0.8	3	17	0.3
COc1ccc(Nc2ncnc3c2cnn3C)cc1Cl	-0.1	-17	6	-2.4
CCOc1ccc(NS(=O)(=O)c2cc(Br)cc3c2N(C(C)=O)CC3)cc1	0.1	4	1	0.6
O=C(O)c1cc(=O)c2c(OCC(O)COc3cccc4oc(C(=O)O)cc(=O)c34)cccc2o1	0.0&-0.1&0.3	-8	13&1&-1	2.1&-0.9&1.3
Cc1c(Cl)cccc1N(CC(=O)N1CCOCC1)S(C)(=O)=O	0.1	6	9	1.5
CCc1ccccc1NC(=O)NCCNc1ccc(C)nn1	0.0	6	-7	0.4
O=C(NCCC(=O)N1CCOCCOCCOCCOCC1)OCc1ccccc1	0.0	6	2	0.5
CN=C(NS(=O)(=O)c1ccccc1)c1ccccc1	-0.1	6	6	0.4
O=C1CN(C(=O)CCl)c2ccccc2N1	0.0	14	3	0.0
COc1ccc(NC(=O)CCc2c(C)nc3nc(CN)nn3c2C)cc1	-0.2	7	6	1.1
Cc1cc2cc(C#N)c(SCC(=O)Nc3nccs3)nc2cc1C	0.3	-13	18	-1.5
O=C(NCc1cccnc1)C1CC12CCN(Cc1ccc(Cl)cc1)CC2 (stereo not given)	0.0	0	11	1.1
N#C/C(=C/c1ccc(-c2ccc([N+](=O)[O-])cc2)o1)C(=O)N1CCOCC1	-0.1	6	12	0.3
CC(=O)c1ccc(NS(=O)(=O)c2ccc(N/C=C\C(=O)c3cccs3)cc2)cc1	0.0	-17	-2	-0.3
Cc1noc(C)c1-c1nc(NCCCN2CCCC2=O)c2ncn(Cc3ccc(C(F)(F)F)cc3)c2n1	0.0	22	2	-0.3
Cn1nnnc1SCC(=O)Nc1ccc2[nH]c(=O)[nH]c2c1	-0.6	5	6	2.7
O=S(=O)(c1ccc(F)cc1)N1CCN(Cc2ccccc2Cl)CC1	-0.1	-1	50	1.4
CCOC(=O)CCNCc1ccc(Cl)cc1	0.1	-3	2	-0.5
Cc1ccc2onc(CNC(=O)Nc3cccc(C)n3)c2c1	-0.1	-11	0	-3.8
O=S1(=O)CC(N2CCCCC2)C(N2CCCCC2)C1 (stereo not given)	-0.3	2	-3	-0.5
COc1ccc(C(=O)NC(=S)Nc2cc(C)ccc2O)cc1	-0.4	-4	11	1.2
O=C(COC(=O)C(Cc1ccccc1)NC(=O)C12CC3CC(CC(C3)C1)C2)c1ccc(Cl)cc1 (stereo not given)	-0.2	5	-7	0.2
COc1ccc(-c2csc3nc(C)n(-n4cccc4)c(=O)c23)cc1	-0.1	-2	-9	0.3
CCOc1ccc(C(=O)Oc2cc(=O)oc3ccccc23)cc1[N+](=O)[O-]	-0.1	15	-13	2.6
O=C(Nc1ncccn1)c1c(O)c2ccccc2[nH]c1=O	-0.1	8	-9	-0.5
CN(C)S(=O)(=O)c1ccc(-c2cn3ccccc3n2)cc1	-0.2	-7	-1	-2.2
Cc1ccc(OCC(=O)Nc2ccc(C(N)=O)cc2)c(C)c1	0.2	3	10	-1.3
C=Cc1ccc(Cn2ccn(CCc3ccccc3)c(=O)c2=O)cc1	0.1	-5	13	0.3
Cc1c(NC(=O)C(C)OC(=O)/C=C/c2ccc3c(c2)OCO3)c(=O)n(-c2ccccc2)n1C (stereo not given)	-0.1	7	1	-0.1
CC(=O)c1ccc(NC(=O)c2ccc(Br)o2)cc1	0.2	-31	-12	-2.7
NC(=O)c1c(NC(=O)c2ccccc2)sc2c1CCC2	-0.1	-55	-7	-1.1
N#Cc1ccc(NC(=O)COC(=O)c2cccc(S(N)(=O)=O)c2)cc1	0.0	-2	-2	4.0
Cc1cc(Nc2cccc(C(=O)O)c2)n2nc(C)nc2n1	0.0	-3	-14	-0.2
Clc1ccc(OCc2nc3ccccc3[nH]2)c(Cl)c1	0.2	-16	-4	-5.2
C[C@@H]1CC[C@@]23CCC4(C)[C@@](C=CC5[C@@]6(C)CC[C@H](O)C(C)(C)C6CC[C@]54C)(OC2=O)C3[C@H]1C (stereo not given in full)	0.1	-11	-4	4.2
CCC1CCCCN1CCCNC(=O)c1cn(-c2cccc(OC)c2)c(=O)c2ccccc12 (stereo not given)	0.0	-1	9	0.7
CCOC(CNC(=O)CN1C(=O)CC(C)(C)Sc2ccccc21)OCC	-0.1	3	4	0.0
COc1cc(OC)cc(C(=O)Nc2cc(C(=O)N3CC=C(c4ccccc4)CC3)ccc2N2CC3CC(C2)c2cccc(=O)n2C3)c1 (stereo not given)	-0.2	-7	-9	-0.5
O=C(Nc1ccc(F)cc1)N(CCCO)Cc1cc2cc3c(cc2[nH]c1=O)OCCO3	0.0	0	-10	-0.3
O=[N+]([O-])c1cccc(CNc2ccc(F)c(Cl)c2)c1	-0.1	3	-2	-0.6
CC(C)(CC(=O)NC1CCCCC1)CC1=NS(=O)(=O)c2ccccc2N1	0.3	-4	8	0.1
COc1ccc(-n2c(-c3ccc(Br)cc3)cn3c4c(=O)n(C)c(=O)n(C)c4nc23)cc1OC	-0.1	-6	-10	-1.0

Assay outcomes (PubChem BioAssay)
